Screens deposited in PubChem by several laboratories.
ASAP1 inh: blocks human ASAP1-stimulated Arf1 GTP hydrolysis. Q9ULH1. GDP FP detection. inhibition, % at 16.5 µM. 360,000 compounds, 0.19% hits; in the data active means inhibition above about 25%;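 further: 0% = vehicle with enzyme and substrate and 100% = no enzyme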
Target sequence (Q9ULH1 325-724 limits assumed): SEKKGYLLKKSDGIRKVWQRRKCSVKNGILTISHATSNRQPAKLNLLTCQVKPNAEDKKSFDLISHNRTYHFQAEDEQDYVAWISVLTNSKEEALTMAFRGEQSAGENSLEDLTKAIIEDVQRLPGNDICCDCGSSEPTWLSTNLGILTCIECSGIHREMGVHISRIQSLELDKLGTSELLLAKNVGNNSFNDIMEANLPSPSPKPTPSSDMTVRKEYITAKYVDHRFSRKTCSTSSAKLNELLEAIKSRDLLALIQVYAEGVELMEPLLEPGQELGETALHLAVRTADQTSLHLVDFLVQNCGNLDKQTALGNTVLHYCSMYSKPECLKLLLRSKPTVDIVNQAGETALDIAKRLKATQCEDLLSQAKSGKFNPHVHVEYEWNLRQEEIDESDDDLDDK
Tn6 DDE FP: disrupts Tn6 cyclic peptide binding to fibrin D-Dimer-E complex; P02675; Fibrin DD(E) TRITC-Tn6 fluorescence polarization displacement; inhibition, % at 8.3 µM; 370,000 compounds, 0.21% hits;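 active means inhibition above a per-campaign cutoff: mean of compounds within control limits plus 3 SD, cut at about 15% in these data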;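 further: 0% = median of all compound wells on the plate and 100% = blocking peptide control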
Target sequence (P02675 whole entry, looked up): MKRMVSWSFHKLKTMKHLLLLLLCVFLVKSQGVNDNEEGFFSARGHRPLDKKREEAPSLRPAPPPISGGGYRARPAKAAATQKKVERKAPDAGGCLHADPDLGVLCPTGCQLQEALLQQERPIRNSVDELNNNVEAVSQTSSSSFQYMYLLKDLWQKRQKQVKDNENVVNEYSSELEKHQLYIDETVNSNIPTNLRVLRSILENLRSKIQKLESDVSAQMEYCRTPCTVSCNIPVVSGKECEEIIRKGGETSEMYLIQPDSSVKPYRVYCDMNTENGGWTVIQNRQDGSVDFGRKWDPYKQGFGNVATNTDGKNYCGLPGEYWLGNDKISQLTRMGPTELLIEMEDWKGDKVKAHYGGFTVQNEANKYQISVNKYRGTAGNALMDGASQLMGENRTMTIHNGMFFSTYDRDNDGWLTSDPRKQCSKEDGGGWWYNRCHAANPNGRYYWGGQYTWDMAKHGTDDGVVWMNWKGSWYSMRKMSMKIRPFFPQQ
NPR2 activator: GC-B (human) receptor activation | HEK293-GC-B cells, CNP EC30, cGMP TR-FRET; 0% at EC30 CNP, 100% saturating CNP | AID 1920062 | 370,000 compounds, 0.11% hits | P20594 | activation, % at 10 µM;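 active means activation at 10 µM reaching about 35% in either raw or pattern-adjusted values, limit read from the data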
HGIII-sPLA2 inh: Blocks human group III sPLA2 activity; 370,000 compounds, 0.56% hits; QFRET BODIPY PC-A2 liposome hydrolysis, fluorescence; AID 743126; inhibition, % at 12.2 µM;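 active means inhibition above mean plus 3 SD of compounds lying within the high and low control bounds, cut at about 19% in these data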;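 further: 0% = median of test compound wells and 100% = no enzyme DMSO wells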
GC-A act: GC-A (human) enzyme activation. P16066. HEK293 GC-A cells, cGMP TR-FRET, EC30 ANP; 0% at EC30 ANP, 100% saturating ANP. activation, % at 10 µM. 370,000 compounds, 0.14% hits. AID 1671463; in the data active means activation above about 40%
KLK7 zymogen act: activates the human kallikrein-7 zymogen; activation, % at 7 µM; purified proKLK7, EDANS-DABCYL substrate fluorescence; 100% is mature enzyme control, 0% vehicle; 370,000 compounds, 0.9% hits;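 active means activation above the mean of all tested compounds plus 3 SD, computed per campaign excluding outliers beyond control limits, cut at about 13% in these data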
FXN GAA850 act: frataxin GAA850 promoter activation; HEK293 lucGAA850 FXN promoter luciferase reporter, 24 h; percent of 10 µM SAHA response; activation, % at 6 µM; 360,000 compounds, 0.56% hits; AID 540364;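 active means activation above the average of all compounds screened plus 3 SD, cutoff fixed separately per campaign, cut at about 7.5% in these data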;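 further: 0% = DMSO wells and 100% = 10 µM SAHA wells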
ADAM10 inh: inhibitors of human ADAM10. 370,000 compounds, 0.62% hits. recombinant ADAM10, EDANS/DABCYL FRET peptide cleavage, 3 h. inhibition, % at 7 µM;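 active means inhibition above a per-campaign cutoff equal to the mean of compounds falling between control-based bounds plus 3 SD, cut at about 20% in these data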;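 further: 0% = DMSO wells while the 100% control is not disclosed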
ARFGAP1 inh: rat ARFGAP1 inhibition. Arfgap1-stimulated ARF1 GTP hydrolysis, GDP FP detection. inhibition, % at 16.5 µM. 360,000 compounds, 0.26% hits. Q62848. AID 651572;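 active means inhibition above a per-plate limit, mean inhibition of low control wells plus 3 SD, cut at about 25% in these data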;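 further: 0% = DMSO wells with enzyme and 100% = wells lacking Arfgap1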
Target sequence (Q62848 1-136 limits assumed): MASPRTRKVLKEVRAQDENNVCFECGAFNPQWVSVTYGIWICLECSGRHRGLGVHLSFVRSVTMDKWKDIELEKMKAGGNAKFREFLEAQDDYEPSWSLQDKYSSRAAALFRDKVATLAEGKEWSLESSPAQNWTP
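Material: rat Arfgap1 catalytic domain, aa 1-136; also added: human ARF1(Δ1-17)-GTP substrate; compound dosing: one concentration, 16.5 µM, DMSO 1.26%; incubation: GTP hydrolysis reaction 2 h at 25 °C; measured by: Tracer-displacement fluorescence polarization with EDTA stop, 620/688 nm; evaluation: % inhibition from polarization; repeats: one replicate per compound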
rCAG binder: molecules binding r(CAG) RNA repeats | r(CAG) RNA repeat, TO-PRO-1 dye displacement fluorescence | inhibition, % at 3 µM | 370,000 compounds, 1.3% hits;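 active means inhibition above the plate cutoff, the mean of all test compounds on that plate plus 3 SD, cut at about 35% in these data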;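 further: 0% = DMSO alone and 100% = 100 µM mitoxantrone as full dye displacement; higher means more dye released from RNA so lower well fluorescence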
An asterisk follows results filed as active; i = inactive; nt = not tested or not shown.

Values in the order: ASAP1 inh, Tn6 DDE FP, NPR2 activator, HGIII-sPLA2 inh, GC-A act, KLK7 zymogen act, FXN GAA850 act, ADAM10 inh, ARFGAP1 inh, rCAG binder
CCOC(=O)N1CCC(NC(=O)CC(NS(=O)(=O)c2ccc(C)cc2)c2ccco2)CC1 (configuration not stated)
    1, -4, 3, 9, 0, 0.2, 0.6, 18, -11, -5
Cc1cc(N2CCN(C)CC2)nc2ccc(NC(=O)CCC(=O)N3CCN(c4ccc([N+](=O)[O-])cc4)CC3)cc12
    12, 1, -6, -13, 4, 0.9, -0.2, -6, 17, 2
COc1ccc(-c2cn3c(C)c(C(=O)Nc4ccncc4)sc3n2)cc1
    9, -1, 4, -14, 5, -29, -1.1, -131, 2, 6
CC(C)N1CCN(Cc2ccc3c(c2)Cc2ccccc2-3)CC1CCO (configuration not stated)
    -10, -3, -1, -2, -1, -0.4, 3.1, 3, -7, -3
Cc1cccc(CCNS(=O)(=O)c2ccc3c(c2)n(C)c(=O)c(=O)n3C)c1
    -6, 11, 3, 1, 2, 1.7, 1.2, -61, 9, 0
COc1ccc(/C=C/C(=O)Nc2ccccc2C)cc1S(=O)(=O)N1CCOCC1
    -8, -3, 3, -11, 1, -0.3, -0.7, 1, 14, 11
CCOC(=O)C(C)n1cnc2scc(-c3ccc(C)c(C)c3)c2c1=O (configuration not stated)
    -16, -4, -5, 3, -2, 0.7, 1.3, 3, -1, -6
Cc1c(C(=O)Nc2ccc3oc(-c4cccnc4)nc3c2)oc2ccccc12
    0, -1, -2, 3, 11, -5.6, 5.4, -30, 3, 4
O=C(CSCCO)Nc1cccc2ccccc12
    -9, 2, 1, 9, -2, 0.3, -2.3, 1, 2, 2
Cc1cccc(C)c1NC(=O)C1c2ccccc2OCC(=O)N1Cc1cccnc1 (configuration not stated)
    -10, 2, 1, 11, 2, -0.3, nt, -12, 6, 3
COc1ccc(C(=O)NCc2nnc(SCC(=O)N3CCCC3)o2)cc1OC
    -7, -6, 2, 8, 3, 0.1, 1.7, -7, 3, -6
CC1Cc2ccccc2N1Cc1nc2cc(C(F)(F)F)ccc2c(=O)[nH]1 (configuration not stated)
    4, -2, -4, -8, -7, 0.2, -1.6, 4, 0, 10
Cn1c(=O)c(C(=O)Nc2ncccn2)c(O)c2ccccc21
    -1, 0, 3, -11, -1, 0.3, 3.0, -12, -4, 4
CC(=O)NCCc1c(C)n(Cc2ccccc2)c2ccccc12
    -10, -6, -2, -1, 4, 0.1, 2.1, -3, 4, -6
Cn1cc(CNC(=O)c2cc(-c3ccccc3)nc3ccc(Br)cc23)cn1
    5, -3, 4, 7, 9, -0.6, 1.1, -7, -4, -1
CCn1ncc(/C=N/O)c1C
    -4, 3, -1, 4, -1, -0.9, -0.8, 3, 4, 1
CCCCN(CC)C(=O)c1cc2cc3ccc(OC)cc3nc2o1
    1, -5, 7, -13, 7, 13*, 5.4, i, 7, 0
COc1cc(=O)n(C)c2c(OCC3OC(C)(C)OC3(C)C)cccc12 (configuration not stated)
    10, -3, -1, 7, 0, 0.5, 2.2, -18, -13, -7
c1ccc(Cc2cnc(N3CCN(Cc4cccc(-c5ccsc5)n4)CC3)nc2)cc1
    -7, 0, 5, -12, -1, 0.3, nt, -3, 0, 3
O=C(CSc1nnc(-c2ccc(Cl)cc2)n1-c1ccc(Cl)cc1)N/N=C/c1ccco1
    -5, -4, -19, -15, -11, 0.6, 1.2, 7, 3, -1

Arranged by the number under KLK7 zymogen act (ascending): some entries from above.
molecule	KLK7 zymogen act
CC(C)N1CCN(Cc2ccc3c(c2)Cc2ccccc2-3)CC1CCO (configuration not stated)	-0.4
CC1Cc2ccccc2N1Cc1nc2cc(C(F)(F)F)ccc2c(=O)[nH]1 (configuration not stated)	0.2
O=C(CSCCO)Nc1cccc2ccccc12	0.3

Next section:
Values in the order: ASAP1 inh, Tn6 DDE FP, NPR2 activator, HGIII-sPLA2 inh, GC-A act, KLK7 zymogen act, FXN GAA850 act, ADAM10 inh, ARFGAP1 inh, rCAG binder
Cc1ccc(Sc2cc(C(=O)c3ccccc3C(=O)O)ccc2[N+](=O)[O-])cc1
    -4, 2, 0, -33, 4, 0.5, 0.3, 12, -3, 72*
COc1ccc(-c2nc(NC(=O)c3ccc(OCC(=O)Nc4ccc(F)cc4)c(OC)c3)sc2C)cc1
    12, 6, 9, -5, 17, -14, -4.1, -10, 1, 8
O=C(N[C@@H]1CC[C@@H](CCNS(=O)(=O)c2ccc(Cl)cc2)O[C@@H]1CO)c1cccnc1
    14, -9, 1, 1, 0, -0.3, nt, -7, 6, 3
CCCCCCOC(=O)/C=C/c1c(C)[nH]c(=O)[nH]c1=O
    2, -9, -6, -5, -3, -0.4, 3.3, 15, 7, 1
O=C(CC1S/C(=N/N=C/c2ccco2)NC1=O)Nc1ccccc1 (configuration not stated)
    13, 1, -2, -13, -3, 0.1, 0.9, 5, 0, 8
Cc1c(Cl)cccc1NC(=S)N(CCCN1CCOCC1)Cc1ccco1
    0, 4, -2, 2, -8, 0.4, -0.9, 1, -5, -4
C[C@H](NC(=O)[C@H](Cc1ccccc1)n1c(=O)[nH]c2ccccc2c1=O)C(=O)N1CCC[C@H]1C(=O)O
    10, -1, 2, -1, 5, -0.1, -1.1, -18, 11, 1
CC(OC(=O)c1ccc2c(c1)OCCO2)C(=O)c1ccccc1 (configuration not stated)
    -3, 1, -5, -8, 1, 0.1, 2.0, 2, -1, -5
Cc1ccc(C(=O)NCC(=O)OCCOc2ccccc2Cl)cc1
    18, -10, 0, 2, 2, 0.0, 1.6, 3, 5, -1
CC(C)(C)c1nc2ccc(Cl)cn2c1CC1CCCCC1
    -6, 1, -5, 5, 2, 0.4, nt, -20, 4, 2
Cc1cc(NC(=O)CCC(=O)N(Cc2ccco2)C(C(=O)NCC2CCCO2)c2ccncc2)no1 (configuration not stated)
    0, 6, 1, 10, 1, -0.1, 1.3, -2, 2, -9
Cc1cc(C(C)(C)C)oc1C(=O)N(CC(=O)NC1CCCC1)Cc1ccc(F)cc1
    2, 4, -3, -3, 2, 0.2, -0.7, -8, 13, -1
CCN(CC(=O)Nc1cc(Cl)ccc1C)C(=O)COc1cccc2c1OC(C)(C)C2
    4, 1, -2, -2, -6, 0.5, -1.4, -5, 3, -8
COc1ccc(OC)c(S(=O)(=O)Nc2ccc(-c3ccc4nncn4n3)cc2)c1
    2, -2, -8, -1, 4, 0.2, 0.9, -4, 8, -8
O=C(CSc1ccc(-c2cccc([N+](=O)[O-])c2)nn1)NC1CCCC1
    -1, 5, 0, 5, 1, -0.7, 0.8, -10, 4, -1
CC(CNC(=O)COC(=O)c1ccco1)c1ccccc1 (configuration not stated)
    4, 5, 0, 1, -1, -0.6, 1.0, -2, 5, -1
COc1ccc(NS(=O)(=O)c2ccc(-c3coc(C)n3)cc2)c(OC)c1
    0, -1, 1, 1, 4, 0.1, 2.6, 2, 1, 0
O=C(NC1CCCc2ccccc21)C1CCN(S(=O)(=O)c2ccccc2)CC1 (configuration not stated)
    8, 0, 0, -5, 3, -0.3, -0.4, -8, -4, -3
Cc1ccc(NC(=O)CCNC(=O)Nc2ccccc2)cc1S(=O)(=O)N(C)C
    -2, 2, -9, -2, 0, 0.2, 0.7, 0, 0, 9
O=C(NCC(=O)N(c1ccccc1F)C(C(=O)NC1CCCC1)c1cccnc1)c1ccco1 (configuration not stated)
    3, -7, 3, 13, 2, -0.3, -0.3, -2, 5, -4
Cc1ccc(OCC(=O)NCCCNC(=O)c2ccco2)cc1C
    0, -12, -6, 3, 1, 0.3, 2.9, 3, 10, 7
CCCNC(=O)C1CNc2ccccc2O1 (configuration not stated)
    1, 2, 2, 2, 1, 0.6, -0.2, 3, -5, 3
COc1ccc(N=Nc2cc(-c3ccccc3)ccc2O)cc1
    -1, 2, -4, 5, -4, -0.3, 1.0, 1, 7, 7
Cc1ccsc1C(=O)OCC(=O)NCC1CCCO1 (configuration not stated)
    14, -1, 4, 0, 8, 0.6, 1.6, 8, 9, 0
CCOc1ccc(OCCC(=O)N2CCN(S(=O)(=O)c3ccc(OCC)cc3)CC2)cc1
    -24, 2, 1, 1, 0, -0.3, 0.2, -5, -1, -6
O=C1NC2=C(C(=O)CCC2)C(c2ccc([N+](=O)[O-])cc2)N1 (configuration not stated)
    -11, 1, 2, 9, 1, -0.2, 0.0, -9, 0, -3
COc1ccc(CNC(=O)COC(=O)c2n[nH]c3ccccc23)cc1
    -6, -3, -4, -11, -1, -0.8, -0.7, -1, 4, 1
CN(Cc1ccccc1)C(=O)c1nc2ccccn2c1CN1CCC(N2CCOCC2)CC1
    2, 2, -6, 3, -3, -0.1, 1.3, -2, -1, -6
COc1ccc(-c2ccc(CN3C(C)C(=O)N(Cc4cn(Cc5ccco5)nn4)CCS3(=O)=O)cc2)cc1 (configuration not stated)
    -7, -3, 2, -33, -4, 0.3, -0.2, 15, 5, 14
COc1cc(C(O)P(=O)(OCC(C)C)c2ccc(N(C)C)cc2)cc(OC)c1OC (configuration not stated)
    0, 3, 1, -5, -4, 0.3, -1.8, -3, -2, -9
CC(=O)Nc1ccc(S(=O)(=O)NCc2ccc(C(=O)NCc3ccc(Cl)cc3)cc2)cc1
    15, 1, -5, -11, -2, -0.1, -1.9, -6, 9, 3
CCOC(=O)C1CCN(C(=O)c2ccc3c(Cl)c4c(nc3c2)CCCC4)CC1
    -3, -9, 7, -7, 2, 0.9, 1.1, 1, 8, -2
CC(=O)Nc1ccc(S(=O)(=O)NCC(=O)NNC(=O)c2csc(N3CCOCC3)n2)cc1
    -4, 6, 3, 15, 1, 1.2, -0.3, -24, -3, 5
N#CC(=C1CCCC1)c1nc(-c2ccc(Cl)cc2)cs1
    1, -3, 0, -3, -5, 0.6, 3.6, -3, 8, 8

Molecules above containing a Cl atom (9):
Values in the order: ASAP1 inh, Tn6 DDE FP, NPR2 activator, HGIII-sPLA2 inh, GC-A act, KLK7 zymogen act, FXN GAA850 act, ADAM10 inh, ARFGAP1 inh, rCAG binder
O=C(CSc1nnc(-c2ccc(Cl)cc2)n1-c1ccc(Cl)cc1)N/N=C/c1ccco1
    -5, -4, -19, -15, -11, 0.6, 1.2, 7, 3, -1
O=C(N[C@@H]1CC[C@@H](CCNS(=O)(=O)c2ccc(Cl)cc2)O[C@@H]1CO)c1cccnc1
    14, -9, 1, 1, 0, -0.3, nt, -7, 6, 3
Cc1c(Cl)cccc1NC(=S)N(CCCN1CCOCC1)Cc1ccco1
    0, 4, -2, 2, -8, 0.4, -0.9, 1, -5, -4
Cc1ccc(C(=O)NCC(=O)OCCOc2ccccc2Cl)cc1
    18, -10, 0, 2, 2, 0.0, 1.6, 3, 5, -1
CC(C)(C)c1nc2ccc(Cl)cn2c1CC1CCCCC1
    -6, 1, -5, 5, 2, 0.4, nt, -20, 4, 2
CCN(CC(=O)Nc1cc(Cl)ccc1C)C(=O)COc1cccc2c1OC(C)(C)C2
    4, 1, -2, -2, -6, 0.5, -1.4, -5, 3, -8
CC(=O)Nc1ccc(S(=O)(=O)NCc2ccc(C(=O)NCc3ccc(Cl)cc3)cc2)cc1
    15, 1, -5, -11, -2, -0.1, -1.9, -6, 9, 3
CCOC(=O)C1CCN(C(=O)c2ccc3c(Cl)c4c(nc3c2)CCCC4)CC1
    -3, -9, 7, -7, 2, 0.9, 1.1, 1, 8, -2
N#CC(=C1CCCC1)c1nc(-c2ccc(Cl)cc2)cs1
    1, -3, 0, -3, -5, 0.6, 3.6, -3, 8, 8
